Compound activity (PubChem)
Wnt act: activates Wnt/beta-catenin signaling in a reporter cell assay. activator, plate reader. activation, % at 9.35 µM. hit rate 1.2% among 300,000; in the data active = activation above about 30%, passing the limit was not always enough; inconclusive = no clear call, values can overlap the other calls;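 note: 0% = neutral control wells and 100% = positive control wells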
MITF act: MITF TRPM1 promoter activation in melanoma cells; SK-MEL-5 TRPM1-promoter luciferase, 24 h; % of positive control, neutral wells = 0; activation, % at 12.5 µM; hit rate 0.75% among 300,000; AID 588334;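 active = mean activation of at least 80% with every replicate also reaching 80%; inconclusive = mean reaches 80% but some replicate falls short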;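 note: 0% = neutral control wells and 100% = parthenolide positive control wells; values of inactives mirror those of a sister screen read the other way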
HTR5A inv ag: inverse agonist of human HTR5A in OPRM1-OPRD1 counter-screen. inhibition, % at 9.3 µM. HTR5A cell line, luminescence, inverse agonism. AID 504634. P47898. hit rate 0.083% among 340,000; in the data active = inhibition mostly above about 23%, no sharp cut-off; inactive = mostly below about 18%;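 note: 0% = cells with DMSO and 100% = no-cell wells with DMSO; some compounds called inactive have numbers as strong as hits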
Target sequence (P47898 whole entry, looked up): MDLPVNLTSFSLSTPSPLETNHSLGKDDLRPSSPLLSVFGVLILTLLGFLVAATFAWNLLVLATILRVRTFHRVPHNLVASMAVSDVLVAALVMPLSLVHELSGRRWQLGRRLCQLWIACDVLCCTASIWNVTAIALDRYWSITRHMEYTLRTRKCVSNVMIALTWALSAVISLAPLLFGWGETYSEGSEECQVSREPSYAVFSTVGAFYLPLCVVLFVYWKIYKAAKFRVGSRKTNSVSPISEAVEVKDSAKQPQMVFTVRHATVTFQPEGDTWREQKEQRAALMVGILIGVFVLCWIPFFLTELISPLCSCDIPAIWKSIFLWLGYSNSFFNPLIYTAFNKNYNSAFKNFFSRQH
NSD2 HMT inh: blocks human histone methyltransferase NSD2; O96028; NSD2 peptide methylation, AlphaScreen, 120 min; inhibition, % at 12.5 µM; hit rate 0.54% among 310,000; AID 743445; in the data active = inhibition above about 50%
PvdQ inh: P. aeruginosa PvdQ acylase inhibition; purified PvdQ acylase, fluorescence plate reader; AID 488965; inhibition, % at 10 µM; hit rate 0.063% among 340,000; in the data active = inhibition above about 30%, passing the limit was not always enough; inconclusive = no clear call, values can overlap the other calls;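 note: 0% = vehicle neutral wells and 100% = reference inhibitor wells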
dFosB act: mouse delta FosB homodimer activation; AID 493131; purified delta FosB, TAMRA-CDK5 oligo fluorescence polarization; percent of positive-control signal above neutral wells; P13346; activation, % at 25 µM; hit rate 0.99% among 340,000;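 active = mean activation above about 17%, with every replicate also reaching it, limit read from the data, passing the limit was not always enough; inconclusive = only one of the two conditions met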;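 note: fluorescence polarization rise as delta FosB binds a TAMRA Cdk5 AP-1 oligo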
Target sequence (P13346 whole entry, looked up): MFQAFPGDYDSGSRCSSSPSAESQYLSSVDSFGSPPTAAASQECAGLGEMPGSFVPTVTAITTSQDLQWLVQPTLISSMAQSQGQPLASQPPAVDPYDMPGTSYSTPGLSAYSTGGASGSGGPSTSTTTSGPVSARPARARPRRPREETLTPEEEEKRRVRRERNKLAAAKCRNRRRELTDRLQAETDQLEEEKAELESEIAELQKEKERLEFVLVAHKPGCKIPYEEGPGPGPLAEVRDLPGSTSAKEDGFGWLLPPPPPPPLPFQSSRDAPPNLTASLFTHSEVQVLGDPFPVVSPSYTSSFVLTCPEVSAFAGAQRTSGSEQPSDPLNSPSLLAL
HTR5A ag ctr: HTR5A agonism, opioid heterodimer counter-screen | P47898 | HTR5A agonist assay, luminescence, cell-based | activation, % at 9.3 µM | hit rate 0.61% among 340,000; in the data active = activation mostly above about 9.5%, no sharp cut-off; inactive = mostly below about 7.6%;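 note: 0% = cells with vehicle only and 100% = reference agonist; strong numbers were not always called active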
SR-BI DiI inh: mouse SR-BI HDL lipid transfer inhibition; inhibition, % at 12.5 µM; Q61009; AID 488896; ldlA[mSR-BI] CHO cells, DiI-HDL uptake fluorescence, 3 h; hit rate 0.96% among 320,000;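 active = mean replicate inhibition of at least 70% and a set share of replicates each scoring 70 or more; inconclusive = meets just one of the two criteria; inactive = fails both criteria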;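 note: 0% = median of neutral control wells and 100% = median of positive control wells; values of inactives mirror those of a sister screen read the other way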
CDK5 p35 inh: CDK5/p35 (human) kinase inhibition | Recombinant CDK5/p35, ADP-Glo luminescence, 60 min | hit rate 0.01% among 330,000 | inhibition, % at 10 µM | AID 488839;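 active = highest replicate inhibition of at least 50% and at least 75% of replicates reaching 50%; inconclusive = only one of the two criteria met; inactive = both criteria failed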;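 note: plate controls were DMSO neutral control for no effect and GW8510 at 10 µM for full effect; many of its hits are not listed in these tables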
V-ATPase pH: alters yeast V-ATPase proton transport; response, % at 10 µM; hit rate 0.37% among 350,000; S. cerevisiae, pHLuorin cytosolic pH fluorescence; in the data active = response mostly above about 7.3%, no sharp cut-off; inactive = mostly below about 5.4%; note: actives read high; inactives centre near 0; some compounds called inactive have numbers as strong as hits; reference of the scale not given here
* marks the source's active call; other numbers are inactive results; ? = inconclusive; · = no result given.

SMILES	Wnt act	MITF act	HTR5A inv ag	NSD2 HMT inh	PvdQ inh	dFosB act	HTR5A ag ctr	SR-BI DiI inh	CDK5 p35 inh	V-ATPase pH
COc1ccc(C(O)P(=O)(OCC(C)C)c2ccc(N(C)C)cc2)c(OC)c1 (centres undefined)	-1	0	-4	5	3	4	1	-2	1.0	-2
CCN(C[C@H]1N[C@@](Cc2ccccc2)(C(=O)OC)[C@H]2C(=O)N(Cc3ccccc3)C(=O)[C@@H]12)C(=O)c1ccccc1	5	-3	4	·	-8	-6	-1	-7	0.6	1
CC(C)[C@H](NC(=O)c1ccccc1Cl)C(=O)Nc1nc(-c2ccccn2)cs1	-1	-38	-4	-13	2	-2	1	33	-0.2	-1
CC(=O)Nc1ccc(C(=O)N/C(=C/c2ccccc2)C(=O)N2CCCCC2)cc1	-3	·	4	2	-5	-5	-2	·	-0.4	-4
O=C(COC(=O)CC(c1ccccc1)c1ccccc1)NCc1ccc(Cl)cc1	-1	2	-1	-3	-4	-6	2	-21	1.6	-1
Cc1ccc(N(CC(=O)NCc2ccccc2)C(=O)c2csnn2)cc1	0	12	-11	·	10	-7	6	-1	6.8	0
O=C(CNc1ccccc1)N/N=C/c1cc([N+](=O)[O-])ccc1N1CCCC1	1	-3	-10	0	4	-1	4	73*	1.8	-1
O=C(NCCc1c[nH]c2ccccc12)C1CCC(=O)N(CCc2cccc(F)c2)C1 (centres undefined)	4	-1	-3	1	-4	-5	1	22	-0.1	11*
CC(C)Sc1nc(C(F)(F)F)cc(=O)n1-c1ccccc1	-1	-1	-20	0	-20	-2	8	-4	0.6	-3
O=S(=O)(Nc1ccccn1)c1ccc(Cl)cc1	-8	-7	6	-3	-19	3	-2	-24	-3.6	-2
C=CCN1C(=O)OC2(CCCCC2)C1(C)O (centres undefined)	-3	9	-7	-1	10	10	0	13	-0.3	2
O=C(O)c1ccccc1Nc1ccc(OC(F)F)cc1	0	5	6	0	-3	-6	-2	-14	-5.6	-2

An excerpt of these results, comma-delimited.
SMILES,Wnt act,MITF act,HTR5A inv ag,NSD2 HMT inh,PvdQ inh,dFosB act,HTR5A ag ctr,SR-BI DiI inh,CDK5 p35 inh,V-ATPase pH
O=C(CNc1ccccc1)N/N=C/c1cc([N+](=O)[O-])ccc1N1CCCC1,1,-3,-10,0,4,-1,4,73*,1.8,-1
O=S(=O)(Nc1ccccn1)c1ccc(Cl)cc1,-8,-7,6,-3,-19,3,-2,-24,-3.6,-2
CCN(C[C@H]1N[C@@](Cc2ccccc2)(C(=O)OC)[C@H]2C(=O)N(Cc3ccccc3)C(=O)[C@@H]12)C(=O)c1ccccc1,5,-3,4,·,-8,-6,-1,-7,0.6,1
COc1ccc(C(O)P(=O)(OCC(C)C)c2ccc(N(C)C)cc2)c(OC)c1 (centres undefined),-1,0,-4,5,3,4,1,-2,1.0,-2
Cc1ccc(N(CC(=O)NCc2ccccc2)C(=O)c2csnn2)cc1,0,12,-11,·,10,-7,6,-1,6.8,0

The main list resumes, repeating the 4 entries before the break.
SMILES	Wnt act	MITF act	HTR5A inv ag	NSD2 HMT inh	PvdQ inh	dFosB act	HTR5A ag ctr	SR-BI DiI inh	CDK5 p35 inh	V-ATPase pH
CC(C)Sc1nc(C(F)(F)F)cc(=O)n1-c1ccccc1	-1	-1	-20	0	-20	-2	8	-4	0.6	-3
O=S(=O)(Nc1ccccn1)c1ccc(Cl)cc1	-8	-7	6	-3	-19	3	-2	-24	-3.6	-2
C=CCN1C(=O)OC2(CCCCC2)C1(C)O (centres undefined)	-3	9	-7	-1	10	10	0	13	-0.3	2
O=C(O)c1ccccc1Nc1ccc(OC(F)F)cc1	0	5	6	0	-3	-6	-2	-14	-5.6	-2
N#Cc1ccc(NC(=O)C2=COCCO2)cc1	-5	28	-15	0	7	3	6	-2	-0.1	0
C=CCC(=O)N1CCC(n2nccc2NC(=O)CCOc2ccccc2)CC1	-1	0	22	-2	-2	2	5	-25	-1.3	2
CCn1c2ccccc2c2cc(NC(=O)CNCc3ccccc3OC)ccc21	-5	-17	-37	-7	-14	-9	13	·	0.6	1
C/C(=N\Nc1nc(N2CCOCC2)nc(N2CCOCC2)n1)c1cccs1	-7	2	23*	-4	-14	5	-8	-4	1.0	0
CN1CCN(CCC(=O)N2c3ccccc3Sc3ccc(Cl)cc32)CC1	·	·	-18	4	26	4	7	-41	0.0	-2
C=CCNC(=O)c1cccn1-c1ccsc1C(=O)OC	-2	·	5	2	-16	-10	-2	-37	0.1	1
O=C(Cn1c(O)c(/C=C2\C=Nc3ccccc32)sc1=O)N1CCOCC1	1	19	8	0	-12	-1	-2	15	-4.2	5
Nc1nc(N2CCN(c3ccccc3)CC2)n[nH]1	-15	-8	-10	-2	-5	6	4	-6	-0.6	1
N#C/C(=C\c1ccc(-c2ccccc2[N+](=O)[O-])o1)C(=O)Nc1nc(-c2cccs2)cs1	·	7	-8	0	10	-4	-4	7	0.4	2
CCNc1ccc(C(=O)OCC)cc1NC(=O)c1cc(S(=O)(=O)N2CCOCC2)ccc1C	9	5	-29	1	11	-9	2	13	-1.6	-3
CCCOc1ccccc1NC(=O)CC1Nc2ccccc2NC1=O (centres undefined)	·	-10	17	1	-10	-10	0	26	-0.3	2
Cc1cc(N2CCN(C)CC2)nc2ccc(NC(=O)c3ccc4c(c3)OCO4)cc12	·	·	-13	·	-9	4	-4	38	-0.1	-1
CCN(CC)C1=CC(=O)OC12CCCCC2	-6	-11	-22	4	-15	-2	9	-2	2.4	7
O=C(c1sc2cccc(F)c2c1Cl)N1CCN(c2ncccn2)CC1	-4	-5	18	-2	-18	-6	4	-14	-0.8	1
CCN(CC)CCN(C(=O)c1ccc2ccccc2c1)c1nc2ccc(F)cc2s1	2	5	-3	-1	10	?	1	17	1.0	-4
COc1cccc(NC(=S)NCCC(c2ccccc2)c2ccccc2)c1	·	-7	-22	-1	-15	-9	9	24	0.9	2
CCCCSC1=C(C#N)C(c2ccccc2C)CC(=O)N1 (centres undefined)	0	·	-41	·	-24	-4	14	14	-13	2
O=C(Cn1ncc2c([nH]c3ccccc32)c1=O)NCCc1ccc(Cl)cc1	0	-4	20	-6	2	10	3	8	-0.6	-1
C[N+]1(CC(=O)OCCCc2ccccc2)CCCCC1	0	10	6	-4	-11	-1	-2	-9	0.4	-3
CC1(C)SC(=Nc2ccccc2)N(S(=O)(=O)c2ccccc2)C1=O	-1	-4	-9	0	-7	5	3	-17	0.2	-1
CCCCNC(=O)c1onc(CSc2ccccc2F)c1C(=O)O	-2	28	8	·	-5	-12	-3	-14	-1.5	-2
CCc1nnc(NS(=O)(=O)c2ccc(N=Cc3c(C)[nH]n(-c4cccc(Cl)c4)c3=O)cc2)s1	1	-4	4	17	-2	0	-2	-17	1.1	0
Cc1ccc(Nc2nc(-c3sc(C)nc3C)cs2)cc1	2	·	-6	1	?	-7	1	37	0.7	2
O=C(COC(=O)c1cc([N+](=O)[O-])ccc1N1CCOCC1)c1ccc(Br)cc1	-3	-6	21	1	10	-6	-8	79*	5.1	-1
C=CCn1c(SCC(=O)NCC2CCCO2)nnc1-c1ccccc1 (centres undefined)	-4	-8	-23	-1	-3	2	3	49	0.8	-3
CCN(CC)CC(=O)Nc1ccc(-c2ccc(NC(=O)CN(CC)CC)c(OC)c2)cc1OC	-3	-3	2	·	-9	1	-1	50	-1.6	-3
COCCn1c(=NC(=O)c2ccc3c(c2)OCCO3)sc2cc(S(N)(=O)=O)ccc21	-9	-6	-13	-4	12	12	2	46	1.2	1
CC(OC(=O)Nc1cccc(Cl)c1)C(=O)OC1CCCCC1 (centres undefined)	19	35	-17	-3	-7	-3	4	8	0.3	-2
CN1CCN(C(=S)NC(=O)/C=C/c2ccccc2)CC1	·	-1	-1	1	-8	-6	0	-3	-1.5	1
O=C1CCC/C=C/C[C@@H](CC(=O)N(CCO)Cc2ccccc2)C(=O)NC[C@H](c2ccccc2)O1	-2	2	3	·	8	4	-1	-31	0.4	-5
Cc1ccc(C2=NC3(CCCC3)NC2=S)cc1	2	23	-6	8	-4	-3	2	-16	-0.8	7
Cc1c(C)n(C)c2ccc(C(=O)NCCN3CCOCC3)cc12	2	-2	-2	14	2	5	0	32	·	-5
CC(=O)N1c2ccc(S(=O)(=O)N3CCC(C(=O)N4CCCCC4)CC3)cc2CC1C (centres undefined)	-3	-8	10	-2	-20	9	0	-15	1.2	0
COC(=O)Nc1nnc(Cc2ccccc2)s1	·	3	-14	-5	1	2	0	-40	1.7	5
Cn1c(-c2ccc(F)cc2)cc2onc(-c3ccccc3Cl)c2c1=O	53*	76	2	·	-3	-5	0	-15	-1.5	4
O=C(Cc1ccccc1[N+](=O)[O-])NCc1ccco1	-2	-6	-15	1	-9	4	5	-5	-2.0	0

One compound at a time (already shown). Screens in order: Wnt act	MITF act	HTR5A inv ag	NSD2 HMT inh	PvdQ inh	dFosB act	HTR5A ag ctr	SR-BI DiI inh	CDK5 p35 inh	V-ATPase pH
Cc1ccc(C2=NC3(CCCC3)NC2=S)cc1 as listed: 2	23	-6	8	-4	-3	2	-16	-0.8	7
CN1CCN(C(=S)NC(=O)/C=C/c2ccccc2)CC1 as listed: ·	-1	-1	1	-8	-6	0	-3	-1.5	1

The list goes on:
SMILES	Wnt act	MITF act	HTR5A inv ag	NSD2 HMT inh	PvdQ inh	dFosB act	HTR5A ag ctr	SR-BI DiI inh	CDK5 p35 inh	V-ATPase pH
CCOc1ccc(NC(=O)CN(C)C(=O)c2cc(-c3ccco3)nc3ccccc23)cc1OCC	-2	0	2	2	-7	-9	-1	37	-0.8	1
O=C(CCS(=O)(=O)Cc1ccccc1)N1CCN(Cc2ccccc2)CC1	-1	3	-7	-1	-6	-10	7	6	-2.5	-2
Cc1cccc(OCCNC(=S)NC(=O)c2cncc(Br)c2)c1	2	-8	3	0	-12	4	-1	-10	-0.4	-1
CCn1ncc(-c2ccnc3cc(C(=O)O)nn23)c1C	-2	5	1	47	-17	1	5	-2	-1.3	1
NS(=O)(=O)c1ccc(CNC(=O)c2cc(S(=O)(=O)N3CCOCC3)c(Cl)cc2Cl)cc1	5	-6	-4	2	-14	-12	1	8	-6.3	-1
COc1c(C)cc(Br)cc1C(=O)Nc1cccc(-c2nc3ncccc3o2)c1	-3	·	-20	·	3	-8	7	34	5.7	-5
Cn1nc(C(=O)Nc2ccc3c(c2)OCO3)c2ccccc2c1=O	3	-4	4	-3	14	-8	0	10	0.0	-5
CCOCCCN(C)C1CCN(C(=O)c2oc3ccccc3c2NC(=O)Cc2ccc([N+](=O)[O-])cc2)CC1	-5	7	4	10	0	6	3	-18	0.6	-2
CCN(CC(=O)Nc1c(F)cccc1F)C(=O)Cc1c[nH]c2ccccc12	-1	-7	17	1	-7	-1	0	-3	-1.0	3
CC1(C)CC(N(Cc2ccco2)C(=O)Cc2ccccc2)CCO1 (centres undefined)	·	18	-38	25	-14	-10	16	-8	-0.9	-1
O=C(c1sc(N2CCOCC2)nc1-c1ccccc1)N1CCCCC1	-4	-3	4	0	-8	-4	4	-5	-0.1	0
